VHR inh color: VHR1 (DUSP3) phosphatase inhibition. inhibition, % at 20 µM. P51452. recombinant VHR phosphatase, colorimetric substrate read-out. hit rate 0.7% among 50,000; in the data active = inhibition above about 60%; also: some results filed as inactive read as strong as hits
Target sequence (P51452 whole entry, looked up): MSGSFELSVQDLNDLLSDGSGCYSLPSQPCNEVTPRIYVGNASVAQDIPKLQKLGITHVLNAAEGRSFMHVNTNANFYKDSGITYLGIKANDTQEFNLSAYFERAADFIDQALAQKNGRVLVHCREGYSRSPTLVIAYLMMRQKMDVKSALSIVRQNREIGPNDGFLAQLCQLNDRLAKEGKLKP
Numbers without * were called inactive; & = joins results of further samples. An excerpt (hit frequency here may not be typical).

Start of the data: the first six entries (preview)
smiles | VHR inh color
Cc1ccc(C(=O)N/C(=C/c2cccc3ccccc23)C(=O)N2CCCC2)cc1 | -16
CCOC(=O)c1c(C)oc2c(Br)cc(NS(=O)(=O)c3ccccc3)cc12 | -9
Cc1ccccc1N1OC2C(=O)N(c3ccc(Br)cc3)C(=O)C2C1c1ccco1 (centres undefined) | -27
Cc1[nH]n(-c2ccccc2)c(=O)c1C(c1ccc(C(F)(F)F)cc1)c1c(C)[nH]n(-c2ccccc2)c1=O | 8
Cc1ccc(C(=O)/C=C(/N)C(F)(F)F)cc1 | -7
CCOc1cccc(-c2nnc(N)s2)c1 | -20

Main list, previewed entries included:
smiles | VHR inh color
Cc1ccc(C(=O)N/C(=C/c2cccc3ccccc23)C(=O)N2CCCC2)cc1 | -16
CCOC(=O)c1c(C)oc2c(Br)cc(NS(=O)(=O)c3ccccc3)cc12 | -9
Cc1ccccc1N1OC2C(=O)N(c3ccc(Br)cc3)C(=O)C2C1c1ccco1 (centres undefined) | -27
Cc1[nH]n(-c2ccccc2)c(=O)c1C(c1ccc(C(F)(F)F)cc1)c1c(C)[nH]n(-c2ccccc2)c1=O | 8
Cc1ccc(C(=O)/C=C(/N)C(F)(F)F)cc1 | -7
CCOc1cccc(-c2nnc(N)s2)c1 | -20
O=c1c2ccccc2n(Cc2cccc(C(F)(F)F)c2)c2ccccc12 | -17
Cc1c(OCC(=O)c2ccccc2)ccc2c1oc(=O)c1ccccc12 | -5
CCCCOC(=O)c1ccc(NC(=O)c2cccc(OC)c2)cc1 | -3
CC(=O)c1cccc(NC(=O)c2cncc(Br)c2)c1 | 11
COC(=O)c1cc(C(=O)Nc2cc(OC)ccc2OC)cc([N+](=O)[O-])c1 | -4
CC1(C)CC(=O)C2=C(C1)Nc1ccccc1N(C(=O)Cc1ccccc1)C2c1cccc(F)c1 (centres undefined) | -1
CC(C)CC(=O)N1CCN(Cc2ccc3ccccc3c2)CC1 | 1
O=S1(=O)N=C(N2CCN(Cc3ccccc3)CC2)c2ccccc21 | -21
COc1ccc(/C=N/c2oc(C)c(C)c2C#N)cc1 | 7
C/C=C/COC(=O)C1=C(C)NC(=O)NC1c1cccc(Br)c1 (centres undefined) | -32
Cc1c(Br)c([N+](=O)[O-])nn1CC(=O)Nc1ccc(Cl)cc1C(=O)c1ccccc1 | -16
COc1cc(C=C2C(=O)NC(=O)NC2=O)cc(I)c1OCc1ccc(Cl)cc1 | 4
CCOC(=O)c1c(NC(=O)Cn2cnc([N+](=O)[O-])n2)sc2c1CCC2 | -32
CCOc1ccc(-n2nc3ccc(NC(=O)c4ccc([N+](=O)[O-])o4)cc3n2)cc1 | 9
Cc1cc(C)n(-c2nc(Nc3cccc(C(F)(F)F)c3)nc(-n3nc(C)cc3C)n2)n1 | 2
CC(=O)c1c(C)oc2c(Br)cc(NS(=O)(=O)c3ccccc3)cc12 | 21
CC1=C(C#N)C(c2cc3c(cc2[N+](=O)[O-])OCO3)C2=C(CC(C)(C)CC2=O)N1 (centres undefined) | 8
CCOC(=O)c1c(NC(=O)C2(c3ccccc3)CCCC2)sc2c1CC(C)(C)OC2 | -8
COc1ccc(N2C(=O)c3cccc4c(NC(CO)(CO)CO)ccc(c34)C2=O)cc1 | -1

More structures follow.
smiles | VHR inh color
Cc1ccc(N2C(=O)CC(N3CCOCC3)C2=O)cc1 (centres undefined) | -1
COC(=O)C1=C(C(=O)OC)SC(=C2C(=S)C(C)(C)N(C(=O)c3cccc(F)c3)c3ccc(OC)cc32)S1 | -4
CC(=O)OCCN1C(=O)c2ccc(Oc3cccc(Oc4ccc5c(c4)C(=O)N(CCOC(C)=O)C5=O)c3)cc2C1=O | -10
O=C(Nc1cc(Cl)ccc1Cl)c1ccc(-c2ccc(Cl)cc2)o1 | -3
CN(C)CCC#CC1(O)c2ccccc2-c2ccccc21 | -8
CCN(CC)c1ccc(NC(=O)Cc2ccccc2)cc1 | 8
c1coc(-c2nc3sc(-c4ccco4)nc3s2)c1 | 13
CC(=O)C1=C(C)NC(=S)NC1c1ccc(C)cc1 (centres undefined) | -11
Cc1cc(Cl)ccc1OCC(=O)N1CCOCC1 | -10
CCCc1nc2c(C)cc(C)cc2c(N)c1CC | -7
O=C(/C=C/c1ccc(F)cc1)Nc1cccc(C(F)(F)F)c1 | -21
Cc1ccc(S(=O)(=O)C(=O)Nc2cccc3nsnc23)cc1 | -5
COc1ccc(-c2noc(COc3ccc(Cl)cc3)n2)cc1 | 6
COc1cc(C(=O)N2CCN(c3ccc(F)cc3)CC2)cc(OC)c1OC | -1
O=C(O)/C=C\C(=O)Nc1ccccc1C#Cc1ccc(Br)cc1 | -6
CC/C(C)=N/Nc1nc(-c2ccccc2)c(C)s1 | 56
O=C(/C=C/c1ccccc1)NC(=S)Nc1ccc(NC(=O)c2ccco2)cc1 | 3
COc1cc(Oc2ccccc2)nc(N)n1 | -9
COc1cccc(CN2CCN(S(=O)(=O)c3ccc(C)cc3)CC2)c1 | 3
CCC(=O)Nc1nc(C)c(-c2csc(Nc3ccc(C(=O)O)cc3)n2)s1 | -7
CC(C)(C)c1cc(C(=O)N/N=C/c2ccc([N+](=O)[O-])cc2)n[nH]1 | 14
CCOC(=O)C1=C(C)N=c2s/c(=C\c3cccc(O)c3)c(=O)n2C1c1cccc(OC)c1 (centres undefined) | 27
COc1ccc(/C=N\NC(=O)CNc2ccccc2C)cc1 | -42
COc1ccc(OC)c(/C=C2\C(=O)NN(c3ccccc3)C2=O)c1 | 22&-18
COc1ccc(C(=O)N2CCN(c3ccc(F)cc3)CC2)cc1[N+](=O)[O-] | 10

Look-ups from the list:
c1coc(-c2nc3sc(-c4ccco4)nc3s2)c1 in VHR inh color has 13
CC(=O)C1=C(C)NC(=S)NC1c1ccc(C)cc1 (centres undefined) in VHR inh color has -11
Cc1ccc(N2C(=O)CC(N3CCOCC3)C2=O)cc1 (centres undefined) in VHR inh color has -1
COc1ccc(OC)c(/C=C2\C(=O)NN(c3ccccc3)C2=O)c1 in VHR inh color has 22&-18
Cc1ccc(S(=O)(=O)C(=O)Nc2cccc3nsnc23)cc1 in VHR inh color has -5
CCCc1nc2c(C)cc(C)cc2c(N)c1CC in VHR inh color has -7

A different layout for part of the listing above:
> Cc1cc(C)n(-c2nc(Nc3cccc(C(F)(F)F)c3)nc(-n3nc(C)cc3C)n2)n1
  VHR inh color: 2

> CC(=O)c1c(C)oc2c(Br)cc(NS(=O)(=O)c3ccccc3)cc12
  VHR inh color: 21

Additional entries follow:
smiles | VHR inh color
COc1ccc(Cc2c(O)nc(SCC(=O)Nc3ccccc3OC)[nH]c2=O)cc1 | -2
Cc1cc(OCC(=O)Nc2ccc(N3CCOCC3)cc2)cc(C)c1Cl | -3
COC(=O)c1cc(C(=O)Nc2ccccc2C(N)=O)cc([N+](=O)[O-])c1 | -22
CC(C)=C1C2C=CC1C1C(=O)N(c3ccc(F)cc3)C(=O)C21 (centres undefined) | -26
Cc1cccc(C)c1OCC(=O)Nc1ccc(Br)cc1C(=O)O | -9
Cc1cc(C)cc(NC(=O)CN(Cc2ccccc2)S(=O)(=O)c2ccccc2)c1 | -17
O=C(NC1CCCCC1)C(c1ccccc1)c1ccccc1 | 2
C(=N\n1cnnc1)/c1cccc(OCCOc2ccccc2)c1 | -25
c1cc2cc(C3=NCCN3)ccc2cc1C1=NCCN1 | -2
CCOC(=O)C(=C/C=C/c1ccccc1)C(=O)OCC | -18
CCc1ccc(C2(c3ccc(CC)cc3)C(=O)NCc3ccccc32)cc1 | -6
COc1ccc(CNC(=O)c2ccccc2[N+](=O)[O-])cc1 | -3
COc1cc(C(=O)NCc2ccc(F)cc2)cc(OC)c1OC | -13
CCc1nnc2c3c4c(sc3nc(C)n12)CCC4 | -7
O=c1c2c3c(sc2[nH]c(=S)n1CCc1ccccc1)CCC3 | -7
Cc1c(C=O)c2ccccc2n1Cc1ccccc1Cl | -4
CC(=O)COc1ccc2c(C)cc(=O)oc2c1C | -3
Cc1ccc(N(CC(=O)O)S(C)(=O)=O)cc1C | -11
CCNC(=S)Nc1cccc(Cl)c1 | 1
CC(C)OC(=O)c1c(-c2ccccc2)csc1NC(=O)C1C2CCC(C2)C1C(=O)O (centres undefined) | -9
COc1ccccc1C1NC(=O)NC(C)=C1C(=O)OC1CCCCCCC1 (centres undefined) | -11
CC(C)C(=O)N1CCN(c2ccc([N+](=O)[O-])cc2Cl)CC1 | 5
COc1cc(OC)cc(C(=O)Nc2ccc(-c3nc4cc(C)cc(C)c4o3)cc2)c1 | -16
Cc1ccccc1OCC(=O)Nc1cccc(NC(=O)c2ccccc2Cl)c1 | 9
COC(=O)C1=C(C(=O)OC)SC(=C2C(=S)C(C)(C)N(C(=O)C(C)C)c3cc(C)ccc32)S1 | -1

Following part.
smiles | VHR inh color
CCCn1nc(CC(=O)O)c2ccccc2c1=O | -4
CC(=O)C1=C(C)NC(C)=C(C(C)=O)C1c1cccs1 | 1
COc1cc2nc(-c3ccc([N+](=O)[O-])cc3)oc(=O)c2cc1OC | -29
Cc1ccc(NC(=O)/C=C/c2ccccc2)cc1 | -15
CC(NC(=O)CSc1ncccn1)c1ccccc1 (centres undefined) | -4
O=C(Cn1nnc(-c2ccccc2)n1)N/N=C/c1ccc(-c2ccc(C(=O)O)cc2)o1 | -19
CCOc1ccc(CSc2ncnc(SCc3ccc(OCC)cc3)c2N)cc1 | -19
COc1cc(NC(=O)c2cnn3c2NC(c2ccc(Br)cc2)CC3C(F)(F)F)cc(OC)c1OC (centres undefined) | -9
N/C(Cc1ccc([N+](=O)[O-])cc1)=N\OC(=O)COc1ccc2ccccc2c1 | -10
Nc1nnc(Cc2ccc(F)cc2)s1 | 32
O=C(Nc1sc2c(c1C(=O)O)CCCCC2)c1ccccc1Cl | -14
C=CCNC(=S)Nc1ccccc1NC(=S)NCC=C | 67
N#Cc1c(C(F)(F)F)cc(-c2ccccc2)nc1SCC(=O)NCC(=O)O | -28
COc1ccc(C2CC(c3c(-c4ccccc4)c4cc(Br)ccc4[nH]c3=O)=NN2C(=O)CCC(=O)O)cc1 (centres undefined) | -35
Brc1ccc(-c2ccc(/C=C/c3nc4ccccc4o3)o2)cc1 | 10
COc1cccc(C2(c3cccc(OC)c3)CC2C(=O)Nc2cccc3ccccc23)c1 (centres undefined) | -15
Cc1ccc(NC(=O)C2COc3ccccc3O2)cc1 (centres undefined) | -8
CN(C)CCCNC(=O)c1ccccc1Oc1ccccc1 | 1
O=C(COc1ccc(Cl)cc1Cl)Nc1ccccc1C(=O)Nc1ccccc1 | -24
Cc1ccc(-n2nc3cc(C)c(NC(=O)c4ccc([N+](=O)[O-])cc4)cc3n2)cc1 | 6
Cc1ccccc1NC(=O)c1c(NC(=O)C(Cl)(Cl)Cl)sc2c1CCC2 | -7
Cc1ccc(CSc2nc(N)c3c4c(sc3n2)CCC4)c(C)c1 | 10
CCOc1ccc(N2C(=O)C(C)C(Cc3cc(C)cc(C)c3)C2=O)cc1 (centres undefined) | 5
c1ccc(CSc2nc3ccccc3s2)nc1 | 9
CCOc1cc(OCC)cc(C(=O)Nc2ccc(Br)cn2)c1 | 3

(cont.)
smiles | VHR inh color
OCCN(C(=S)Nc1ccc2nccnc2c1)c1ccccc1 | 12
N#C/C(=C\c1ccc(-c2ccc([N+](=O)[O-])cc2)o1)C(=O)N1CCCCC1 | -21
O=C1NC2NC(=O)N(C3CCCCC3)C2N1 (centres undefined) | -21
Cc1ccccc1OCCNc1cc(N2CCCCC2)ccc1[N+](=O)[O-] | -15
COc1cccc(NC(=O)c2ccc3ccccc3c2)c1 | -26
O=C(NN1C(=O)/C(=C/c2ccc(Br)cc2)SC1=S)c1cccc(Cl)c1 | -5
O=C(/C=C/c1ccccc1Cl)c1ccc(NC(=O)c2cccs2)cc1 | -4
CC1(C)CC(=O)C2=C(C1)NC1=C(C(=O)CC(C)(C)C1)C2c1c(Cl)cccc1Cl | 0

3 entries already listed, ordered by heavy-atom count, largest number first:
smiles | VHR inh color
OCCN(C(=S)Nc1ccc2nccnc2c1)c1ccccc1 | 12
CC(NC(=O)CSc1ncccn1)c1ccccc1 (centres undefined) | -4
CC/C(C)=N/Nc1nc(-c2ccccc2)c(C)s1 | 56

Compound activity as filed in PubChem.
